TRPC6 inh = blocks the mouse TRPC6 cation channel. Q61143. HEK293-TRPC6, membrane potential dye, ACh-evoked depolarization; active compounds read low. B-score at 10 µM. 310,000 tested, 1.1% active;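 active = B-score under library mean minus 3 SD, initial fluorescence not abnormally high, positive integrated signal ratio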;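 also: B-score derived from integrated fluorescence ratio over the kinetic read; more negative B-score means stronger inhibition of depolarization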
SKKanGAS inh = inhibitors of SKKanGAS S. pyogenes growth in kanamycin (SK-promoter or general growth effect); BacTiter-Glo, 6 h; inhibition, % at 7.5 µM; 300,000 tested, 1.3% active; AID 1662;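 active = mean replicate score, as percent of positive control median, at least 50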;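 also: strain carries kanamycin resistance gene driven by streptokinase promoter and grows in 40 µg/ml kanamycin; loss of luminescence reflects streptokinase promoter inhibition or plain growth inhibition; 0% = median of DMSO wells and 100% = positive control at its reference dose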
TRPC4 inh = TRPC4 (mouse) channel inhibition; B-score at 10 µM; AID 2247; HEK293 TRPC4beta/mu-opioid, DAMGO-evoked Fluo4 calcium flux; active compounds read low; 300,000 tested, 0.39% active;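 active = B-score over 3 SD under the library average, no early fluorescence shift, positive overall ratio signal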
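Material: HEK293 cells with stable TRPC4beta plus mu-opioid receptor expression / Probe or stimulus: DAMGO in two steps, submaximal then maximal / Compound: single concentration per test compound / Technique: kinetic Fluo4 fluorescence imaging of calcium influx / Read-out: per-well B score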
TRPC4 PAM = TRPC4 (mouse) allosteric potentiation; 310,000 tested, 0.42% active; B-score at 10 µM; HEK293 TRPC4beta/mu-opioid, DAMGO EC20, Fluo-4 Ca2+ flux; active compounds read high;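 active = B-score of calcium response area above 5 SD of library B-scores, with initial fluorescence ratio within 5 SD of library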;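 also: B-score of integrated fluorescence ratio over time as area under calcium response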
MrgX1 antag = human MrgX1 receptor antagonism, primary screen; 310,000 tested, 1.3% active; MRGX1-HEK293 calcium flux, Fluo-4, BAM8-22 antagonism; active compounds read low; AID 588676; Q96LB2; B-score at 10 µM;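 active = calcium-response B-score plate-corrected more than 3 library SD below zero, starting fluorescence within 5 deviations, no agonist response on first addition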;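 also: peak minus trough fluorescence over baseline after final BAM8-22 challenge near maximal dose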
Target sequence (Q96LB2 whole entry, looked up): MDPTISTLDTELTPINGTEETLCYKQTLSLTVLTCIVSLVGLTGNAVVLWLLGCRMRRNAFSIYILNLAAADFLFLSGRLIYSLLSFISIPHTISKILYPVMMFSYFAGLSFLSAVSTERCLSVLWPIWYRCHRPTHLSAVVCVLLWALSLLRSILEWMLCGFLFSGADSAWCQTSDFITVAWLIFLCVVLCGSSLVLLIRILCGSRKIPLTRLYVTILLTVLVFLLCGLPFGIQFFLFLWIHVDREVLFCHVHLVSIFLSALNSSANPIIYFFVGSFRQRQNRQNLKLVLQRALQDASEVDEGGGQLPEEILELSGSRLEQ
MrgX1 PAM = allosterically activates human MrgX1 receptor signaling. 310,000 tested, 0.63% active. B-score at 10 µM. MrgX1-HEK293, Fluo-4 calcium flux, FDSS; active compounds read high. AID 588675. Q96LB2;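 active = plate-corrected calcium response at least 3 library SD above typical, normal starting fluorescence, not activating the receptor alone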;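 also: compound read alongside a low EC10 to EC30 dose of BAM8-22 agonist; peak minus trough fluorescence over baseline measured at the second addition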
TRPC6 activator = activates the mouse TRPC6 cation channel. HEK293-TRPC6 membrane potential dye fluorescence; active compounds read high. B-score at 10 µM. 310,000 tested, 0.13% active. AID 2550;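 active = B-score of the integrated fluorescence ratio above library mean plus 3 SD, and starting fluorescence ratio within library mean plus 5 SD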;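 also: higher score means more depolarization so channel activation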
MrgX1 agonist = human MrgX1 receptor agonism, primary screen. Q96LB2. MrgX1-HEK293 cells, Fluo-4 calcium fluorescence, agonist mode; active compounds read high. B-score at 10 µM. 310,000 tested, 0.44% active. AID 588627;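 active = calcium response B-score plate-corrected fluorescence ratio at least 3 library SD, with starting fluorescence B-score inside 5 SD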
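Material: MrgX1-expressing HEK293 cells; input: 15,000 cells per well; doses: test compound given as first of three sequential additions; schedule: overnight plating before 1 h dye loading; technique: Fluo-4 NW calcium-flux fluorescence, kinetic read; evaluation: baseline-normalised fluorescence change ratio, B-scored; control set: plate-wise positive and negative controls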
TMEM16A inh = mouse TMEM16A channel inhibition, primary screen; AID 588511; HEK293 TMEM16A/YFP iodide influx fluorescence, ionomycin; 310,000 tested, 1.2% active; normalized B-score (activity score, 25-100; higher = stronger inhibition) at 10 µM; Q8BHY3;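 active = ratio plate-corrected score three or more library SD toward inhibition, starting fluorescence score within five deviations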;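 also: score derived from kinetic fluorescence span divided by baseline fluorescence per well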
ANO1 activ = activators or potentiators of mouse TMEM16A chloride channel; Q8BHY3; HEK293 TMEM16A/YFP-H148Q/I152L, iodide quench fluorescence; active compounds read low; B-score at 10 µM; 340,000 tested, 0.3% active;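 active = fluorescence-ratio B-score plate-corrected deviation score at least 3 library SD below zero, with starting fluorescence score within 5 deviations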;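 also: channel opened by trigger with iodide after compound preincubation; score built on the fluorescence ratio of max minus min over baseline; more negative score means more quench and so TMEM16A activation or potentiation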
TRPC4 act = TRPC4 (mouse) channel activation | Q9QUQ5 | 310,000 tested, 0.49% active | HEK293 TRPC4beta/mu-opioid, Fluo4 calcium fluorescence; active compounds read high | B-score at 10 µM | AID 2237;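 active = B-score above 5 SD of library B-scores, and initial fluorescence ratio not above library mean plus 5 SD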;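 also: positive B-score marks a calcium rise read as TRPC4 activation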
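Technique: kinetic Fluo4 calcium fluorescence; Test system: TRPC4beta and mu-opioid receptor HEK293 stable cells; Measure: B-scored integrated calcium fluorescence ratio; Benchmarks: low control buffer alone, high control maximal DAMGO; Schedule: 45 min room-temperature Fluo4 loading, 110 s read.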
An asterisk follows results filed as active; i = inactive; nt = no result given.

SMILES	TRPC6 inh	SKKanGAS inh	TRPC4 inh	TRPC4 PAM	MrgX1 antag	MrgX1 PAM	TRPC6 activator	MrgX1 agonist	TMEM16A inh	ANO1 activ	TRPC4 act
O=C(NC1CCCCCCC1)C1CCC(CNc2c(N3CCCC3)c(=O)c2=O)CC1 (configuration not stated)	i	-4	i	i	i	i	i	i	i	i	i
O=C(Nc1nccs1)C(c1ccccc1)N1CCCC1 (configuration not stated)	i	-2	i	i	i	i	i	i	i	i	i
COc1ccccc1NC(=O)N1CCC(NC(=O)C(Cc2ccccc2F)NC(C)=O)CC1 (configuration not stated)	i	-1	i	i	i	i	i	i	i	i	i
COc1cc(OC)c(OC)cc1/C=N/NC(=O)CCc1c(C)n[nH]c1C	i	4	i	i	i	i	i	i	i	i	i
CCOC(=O)c1c(C)nc2c(c1-c1ccc(Cl)cc1)C(=O)CC(C)(C)C2	i	-2	i	i	-4.8*	8.6*	i	i	i	i	i
COc1cccc(-c2csc(N3CCN(C(=S)Nc4ccc(Cl)cc4)CC3)n2)c1	i	27	i	i	i	i	i	i	i	i	i
Nc1cc(C(=O)c2ccccc2)ccc1N1CCOCC1	i	-4	i	i	i	i	i	i	i	i	i
CCCCOc1ccc(-c2c(C(=O)Nc3ccccc3)c(C)[nH]c(=S)c2C#N)cc1	i	-5	i	i	i	i	i	i	i	i	i
CCCCCN(C(=O)CCC(=O)OCc1cccc(Br)c1)c1c(N)n(CCCC)c(=O)[nH]c1=O	i	3	i	i	i	i	i	i	i	i	i
CS(=O)(=O)CCC(C(=O)OCc1ccc(Cl)cc1)N1C(=O)c2ccccc2C1=O (configuration not stated)	i	-6	i	i	i	i	i	i	i	i	i
O=[N+]([O-])c1ccc(Cn2cc(-c3cccc(C(F)(F)F)c3)nn2)cc1	i	2	i	i	i	i	i	i	i	i	i
CCCCNC(=O)COc1ccccc1[N+](=O)[O-]	i	4	i	i	i	i	i	i	i	i	i
O=c1ccc(Cl)n[nH]1	i	5	i	i	i	i	i	i	i	i	i
COc1cc(C2C(C#N)=C(N)N(Nc3ccccc3)C3=C2C(=O)CC(C)(C)C3)ccc1OCc1ccccc1 (configuration not stated)	i	26	i	i	i	i	i	i	i	i	i
C=C(C)Cn1c(N)cc(=O)nc1SCC(=O)Nc1cccc(C(F)(F)F)c1	i	-7	i	i	i	i	i	i	i	i	i
CNC(=S)NNC(=O)CSCc1c(Cl)cccc1Cl	i	46	i	i	i	i	i	i	i	i	i
Cc1cc(N2CCN(c3ccccc3)CC2)n2ncnc2n1	i	3	i	i	i	i	i	i	i	i	i
CCN(CC)CCCNC(=O)c1cn(C)c(=O)c2c1c1ccccc1n2C	i	-3	i	i	i	i	i	i	i	i	i
Clc1cc(Cl)c(OCCCCn2cncn2)c(Cl)c1	i	-2	i	i	i	i	i	i	i	i	i
Cc1ccc(S(=O)(=O)N2CCC(=O)CC2)cc1	i	-4	i	i	i	i	i	i	i	i	i
CC(C)(C)OC(=O)N[C@H](Cc1ccccc1)C(=O)N1CCC[C@@H]1C(=O)O	i	-5	i	i	i	i	i	i	i	i	i
FC(F)(F)c1nc(NCc2ccccc2)c2nnn(Cc3ccccc3)c2n1	i	1	i	i	i	i	i	i	i	i	i
Nc1[nH]nc2nc(NCc3ccccc3)c3c(c12)CCN(Cc1ccccc1)C3	-5.4*	4	i	i	i	i	i	i	i	i	i
Cc1sc2nc(CSCC(=O)Nc3ccc(N4CCOCC4)cc3)[nH]c(=O)c2c1C	i	1	i	i	i	i	i	i	i	i	i
CC(NC(=O)c1cccc(S(=O)(=O)N(C)C)c1)C1CC2CCC1C2 (configuration not stated)	i	-1	i	i	i	i	i	i	i	i	i
Cc1cccc(C)c1NC1=NC(=S)N(c2ccc(N(C)C)cc2)C1(C)C	i	0	i	i	i	i	i	i	i	i	i
Cc1ccc(C)c(OCCn2cc(C(=O)O)c3ccccc32)c1	i	4	i	i	i	i	i	i	i	i	i
COc1cc(C2N=C(c3ccccc3)NO2)cc(Br)c1O (configuration not stated)	i	1	i	i	i	i	i	i	i	i	i
c1cc2c(cc1C1CCCCC1)c1c3n2CCCNC3CCC1 (configuration not stated)	i	25	i	i	i	i	i	i	i	i	i
Oc1ccc(Br)cc1C=Nc1ccc(Cl)cc1	i	15	i	i	i	i	i	i	i	i	i
COc1cc(-c2nnc(COC(=O)c3nn(CC(C)C)c(=O)c4ccccc34)o2)cc(OC)c1OC	i	16	i	i	i	i	i	i	i	i	i
Cc1ccc(S(=O)(=O)N2CCN(C(=O)c3ccc(Cl)nc3)CC2)cc1	i	2	i	i	i	i	i	i	i	i	i
Nc1nc(N)nc(-c2ccc(Oc3ccccc3)cc2)n1	i	5	i	i	i	i	i	i	i	i	i
CC(=O)OC1CSc2nc3ccccc3n2C1 (configuration not stated)	i	-4	i	i	i	i	i	i	i	i	i
CC(C)c1ccc(OCc2ccc(C(=O)N3CCCC3)o2)cc1	i	-2	i	42*	i	i	i	i	25*	i	i
CC1(C)CC(=O)C2=C(C1)OC(N)=C(C#N)C21CCC2(CC1)OCCO2	i	0	i	i	i	i	i	i	i	i	i
Cc1ccccc1OCCCN1C(=O)C(=O)c2cccc(C)c21	i	-1	i	i	i	i	i	i	i	i	i
CCN(CC)S(=O)(=O)c1csc(C(=O)Nc2ccccn2)c1	i	-15	i	i	i	i	i	i	i	i	i
Cc1ccc(N2C(=O)C(O)(C(F)(F)F)C3=C2CC(C)(C)CC3=O)cc1C (configuration not stated)	i	1	i	i	i	i	i	i	i	i	i
CN1CCc2c(sc(N)c2C(N)=O)C1	i	-1	i	i	i	i	i	i	i	i	i
CCOC(=O)NC(=S)Nc1ccc(C(C)(C)C)cc1Br	i	9	i	i	i	i	i	i	i	i	i
CC(=O)c1cccc(CN(C)CC2CCCN(CCc3ccccc3C)C2)c1 (configuration not stated)	i	3	i	i	i	i	i	i	i	i	i
O=C(CCc1ccccc1)NCCc1ccc(F)cc1	i	8	i	i	i	i	i	i	i	i	i
CC(=O)Cn1nnc(-c2ccc(C(F)(F)F)cc2)n1	i	-2	i	i	i	i	i	i	i	i	i
O=C(c1ccco1)N1CCN(Cc2nnnn2C2CCCCC2)CC1	i	-1	i	i	i	i	i	i	i	i	i
Cc1ccc(-c2csc(NC(=O)c3cccc(C)c3)c2C(=O)O)cc1	i	39	i	i	i	6.6*	i	i	i	i	i
COC(=O)c1ccsc1NC(=O)c1ccccc1	i	-2	i	i	i	i	i	i	i	i	i
CN(C(=O)COC(=O)c1ccc2c(=O)n3c(nc2c1)CCC3)c1ccccc1	i	-9	i	i	i	i	i	i	i	i	i
COc1cccc(-n2c(SCC(=O)Nc3nc4ccccc4s3)nc3ccccc3c2=O)c1	i	19	i	i	i	i	i	i	i	nt	i
CCOc1cc(CO)cc(Br)c1OCC(N)=O	i	-14	i	i	i	i	i	i	i	i	i
Other results follow:
SMILES	TRPC6 inh	SKKanGAS inh	TRPC4 inh	TRPC4 PAM	MrgX1 antag	MrgX1 PAM	TRPC6 activator	MrgX1 agonist	TMEM16A inh	ANO1 activ	TRPC4 act
O=C(Nc1ccc(C(=O)N2CCCCC2)cc1)c1cccs1	i	5	i	i	i	i	i	i	i	i	i
CC(=O)Nc1cccc(C(=O)OC(C)C(=O)NC(=O)NC2CCCCC2)c1 (configuration not stated)	i	-14	i	i	-9.9*	i	i	i	i	i	i
CC(=O)Nc1c(-c2ccc3ccccc3c2)nc2ccccn12	i	4	i	i	i	i	i	i	i	i	i
CC[n+]1c(C)cc(C)n1-c1ccccc1	i	-7	i	i	i	i	i	i	i	i	i
COc1ccc2nc(C)cc(SCC(=O)NNC(=O)COc3ccccc3)c2c1	i	8	i	i	i	i	i	i	i	i	i
CNCCOCC(O)CSc1ccccc1 (configuration not stated)	i	-2	i	i	i	i	i	i	i	i	i
COc1ccc(Cc2nnc(N)s2)cc1	i	-11	i	i	i	i	i	i	i	i	i
O=C(Nc1nnc(SCc2ccc(F)cc2)s1)c1ccco1	i	1	i	i	i	i	i	i	i	i	i
Cc1c(C(=O)NC2=NCCS2)cccc1[N+](=O)[O-]	i	1	i	i	i	i	i	i	i	i	i
COc1ccc(N(CC(=O)Nc2ccccc2C)S(=O)(=O)c2ccccc2[N+](=O)[O-])c(OC)c1	i	-1	i	i	i	i	i	i	i	i	i
Cc1cc(NC(=O)COc2cccnc2[N+](=O)[O-])no1	i	2	i	i	i	i	i	i	i	i	i
O=C(CCCC1=NS(=O)(=O)c2ccccc2N1)NCCc1ccc(Cl)cc1	i	-1	i	i	i	i	i	i	i	i	i
CCOc1ccc(OC(=O)c2ccc3c(=O)n4c(nc3c2)CCC4)cc1	i	12	i	i	i	i	i	i	i	i	i
Cc1ccc(-n2cc[nH]c2=S)cc1C	i	2	i	i	i	i	i	i	i	i	i
COC(=O)[C@@H]1C[C@H]1[C@@H](NS(=O)(=O)c1ccccc1)c1ccccc1	i	-1	i	i	i	i	i	i	i	i	i
CCc1cccc(NC(=O)c2snc3c(=O)[nH]cnc23)c1	i	3	i	i	i	i	i	i	i	i	i
COc1ccc2[nH]c3c(=O)n(N)c(=O)[nH]c3c2c1	i	-6	i	i	i	i	i	i	i	i	i
CC(=O)c1ccc(NC(=O)C(C)N(C)CC(=O)Nc2ccc(N3CCOCC3)cc2)cc1 (configuration not stated)	i	-1	i	i	i	i	i	i	i	i	i
O=C(Nc1cc2c(ccc3ccccc32)oc1=O)C1CCCCC1	i	-4	i	i	i	i	i	i	i	i	i
Cc1cc(C(=O)O)ccc1-c1ccc(CO)o1	i	-1	i	i	i	i	i	i	i	i	i
O=S(=O)(NCc1ccccc1)c1ccc(-n2cccn2)cc1	i	-16	i	i	i	i	i	i	i	i	i

Compounds listed so far that have a tert-butyl group (two):
SMILES	TRPC6 inh	SKKanGAS inh	TRPC4 inh	TRPC4 PAM	MrgX1 antag	MrgX1 PAM	TRPC6 activator	MrgX1 agonist	TMEM16A inh	ANO1 activ	TRPC4 act
CC(C)(C)OC(=O)N[C@H](Cc1ccccc1)C(=O)N1CCC[C@@H]1C(=O)O	i	-5	i	i	i	i	i	i	i	i	i
CCOC(=O)NC(=S)Nc1ccc(C(C)(C)C)cc1Br	i	9	i	i	i	i	i	i	i	i	i
